From PubChem BioAssay
b-catenin transl = alters nuclear translocation of beta-catenin in HeLa cells | immunofluorescence imaging | nuclear translocation activity, % at 5 µM | actives 0.3% (n = 190,000);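 active = nuclear translocation activity above 50% at 5 µM, with a well cell count of 50 or more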;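 note: per-cell ratio of nuclear to cytoplasmic median beta-catenin stain intensity; plate controls were DMSO negative control for no effect and GSK-3 inhibitor IX positive control for full effect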
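System: Human HeLa cells, endogenous beta-catenin | Compound dosing: 5 µM primary, 0.02–20 µM confirmation | Timing: 24 h compound exposure at 37°C, 5% CO2 | Measured by: Fluorescence imaging of beta-catenin antibody stain plus DAPI | Read-out basis: % activation of per-cell nuclear versus cytoplasmic median beta-catenin signal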
T cell modulator = T cell immune modulation candidate; 2C CD8+ T cell-vesicle binding, flow cytometry; stronger effect = lower value; calls only at 7 µM; actives 0.068% (n = 330,000);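 active = response, share of CD8 T cells binding vesicles, and their 90th percentile fluorescence all below set limits, cut at about 80% in these data, passing the limit was not always enough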
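System: murine 2C transgenic CD8+ T lymphocytes; also added: QL9-loaded Drosophila micro-vesicles; times: binding 1.5 h at 37 °C; measured by: flow cytometry, PE anti-B7-1 (FL2) versus Alexa647 anti-CD8 (FL8), PFA-fixed; control set: Peptide-free naked vesicles (low) and QL9 vesicles with 0.7% DMSO vehicle (high)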
human PMI inhibition = MPI enzyme activity inhibition – biochemical, fluorescence intensity, coupled assay, primary screen (AID 1209) | actives 0.42% (n = 190,000) | purified PMI enzyme, coupled fluorescence intensity; higher % means a stronger effect | inhibition, % at 20 µM; hits with a dose series show IC50 in µM;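 note: plate controls were DMSO vehicle for no effect and wells lacking substrate for full effect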
Lipid droplet = modulators of hepatic lipid droplet formation | AML12 mouse hepatocytes, oleate lipid droplets, BODIPY imaging | inhibition, % at 6.5 µM | actives 0.4% (n = 240,000) | AID 1656;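 active = lipid droplet intensity inhibited by at least 50%, with more than 500 cells counted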
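Material – AML12 mouse liver cells · Also added – oleate loading, 100 µM · Compound dosing – 6.5 µM single-point dosing · Times – overnight treatment with compound plus oleate · Measured by – fluorescence imaging, 20x objective, two fields per well · Read-out – percent inhibition of filter-corrected integrated lipid droplet intensity per well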
PMI inhibition = human PMI inhibitors, high substrate, primary screen, biochemical, fluorescence intensity, high mannose 6-phosphate (AID 1220) | recombinant PMI enzyme, coupled fluorescence intensity; higher % means a stronger effect | actives 0.66% (n = 190,000) | inhibition, % at 20 µM; hits with a dose series show IC50 in µM
Ins promoter up = MIN6 insulin promoter up-regulation; MIN6 insulin promoter-GFP reporter, high-content imaging; stronger effect = higher value; z-score at 5 µM; actives 0.3% (n = 190,000);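 active = z-score above 3 at 5 µM with at least 500 cells counted in the well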
TNAP activators = human TNAP enzyme activators, primary screen, biochemical, luminescent, no phosphate acceptor, uHTS (AID 1001) | purified TNAP, luminescent activation assay, no phosphate acceptor; higher activation fold means a stronger effect | activation fold at 20 µM; hits with a dose series show EC50 in µM | actives 0.03% (n = 200,000); in the data active = activation fold from about 3, or a potency from the dose series; inactive = the rest, 99 in 100 with activation fold below about 1.6; note: many of its hits are not listed in these tables
Autophagy mod = alters autophagy in cells; MEF GFP-LC3 puncta imaging; test concentration mostly 10 µM; calls only at 10 µM (by protocol); actives 0.98% (n = 190,000); AID 463193;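 active = percentage of spot-positive cells more than 3 SD above its plate mean, without a fluorescence outlier flag or 80% toxicity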;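 note: spot-positive cell cutoff set from DMSO-treated cells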
MT stabilize HCS = stabilizes microtubules in HeLa cells. HeLa tubulin immunostaining HCS, 24 h; share of cells brighter than vehicle mean+2SD. % tubulin-high responders, % at 10 µM. actives 0.83% (n = 200,000). AID 2205;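 active = plate Z-score above 3 for both tubulin-high and condensed-nucleus cell shares, with cell loss under 80%, at 10 µM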;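 note: anti alpha tubulin signal scored within the nucleus-defined area of each cell; some results filed as inactive read as strong as hits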
Ins promoter up cell count = recorded beside Ins promoter up, whose call it bears; cell count; measured here: cytotoxicity, nuclei count;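 total cells summed across four imaged fields per well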
Lipid droplet cells 6.5 µM = also measured in Lipid droplet; calls as there; cell count; measured here: cell count, cytotoxicity flag;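 cells counted across two imaged fields per well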
b-catenin transl cell count 5 µM = recorded beside b-catenin transl, whose call it bears; cell count; measured here: cell count, cytotoxicity flag
T cell modulator vesicle-bound % = second read-out of T cell modulator, no call of its own (marks repeat the call); double positive events, %; measured here: CD8+ vesicle-bound cell fraction;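 binding gate set so that unloaded-vesicle control wells show 10% double positive cells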
MT stabilize HCS Hoechst-high % = also measured in MT stabilize HCS; calls as there; % Hoechst-high responders; measured here: nuclear condensation Hoechst responders;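 share of cells brighter than vehicle mean plus two SD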
MT stabilize HCS cytotoxicity % = also measured in MT stabilize HCS; calls as there; toxicity, %; measured here: cytotoxicity by cell density;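 0% = mean cell density of plate MIN control wells and 100% = no cells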
Autophagy mod cell loss 18 h = recorded beside Autophagy mod, whose call it bears; toxicity, %; measured here: cell loss, nuclei count;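 cell loss after 18 h compound exposure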
* marks the source's active call; other numbers are inactive results; i = inactive; . = not tested or not shown; & = joins results of further samples. Cut-off read from the data, not from the text of the source, unless noted: active = inhibition above about 50%; inactive = the rest.

SMILES | b-catenin transl | b-catenin transl cell count 5 µM | T cell modulator | T cell modulator vesicle-bound % | human PMI inhibition | Lipid droplet | Lipid droplet cells 6.5 µM | PMI inhibition | Ins promoter up | Ins promoter up cell count | TNAP activators | Autophagy mod | Autophagy mod cell loss 18 h | MT stabilize HCS | MT stabilize HCS Hoechst-high % | MT stabilize HCS cytotoxicity %
COCC(=O)N(Cc1cc2ccc(C)cc2[nH]c1=O)c1ccc(OC)cc1 | -6.7 | 1275 | i | 12 | 8% | 9 | 776 | -2% | -1.3 | 908 | 1.1 | i | 5 | 2.8 | 2.2 | 9.0
CCCNC(=O)c1c(N)n(-c2cc(OC)cc(OC)c2)c2nc3ccccc3nc12 | -1.1 | 1141 | i | 27 | 8% | . | . | 36% | . | . | 1.3 | i | 3 | 2.3 | 2.3 | 7.4
OC1CCN(c2cc(-c3ccccc3)nc3cc(-c4ccc(F)cc4)nn23)CC1 | -0.4 | 1438 | i | 62 | 6% | 13 | 738 | 6% | -0.8 | 1258 | 1.1 | i | -11 | 2.2 | 2.9 | 6.5
COC(=O)/C(=C\Nc1ccc(Cl)c2ccccc12)c1ncc(C(F)(F)F)cc1Cl | -14 | 1112 | i | 38 | 12% | 9 | 781 | 9% | . | . | 1 | i | 5 | 5.7 | 1.9 | 2.4
CCN(CC(=O)Nc1ccccc1C(=O)OC)S(=O)(=O)c1ccc(OC)cc1 | . | . | i | 32 | 7% | -24 | 724 | 9% | -0.31 | 1334 | 1 | i | 2 | 1.6 | 4.4 | 13
O=C(NCCSc1ccccc1)c1ccco1 | 0.7 | 1153 | i | 44 | -2% | . | . | 23% | 0.6 | 1071 | 1.1 | i | -54 | 2.6 | 3.4 | 8.0
Oc1ccccc1-c1nc(NCc2ccco2)c2ccccc2n1 | -7.5 | 1210 | i | 48 | 15% | 3 | 771 | 22% | 0.24 | 1278 | 1.1 | i | 2 | 5.1 | 1.6 | 11
COc1ccc(C(=O)OCC(=O)NC(=O)CCSc2ccccc2)cc1 | 3.8 | 1159 | i | 49 | 18% | -18 | 617 | 8% | -0.26 | 1375 | 1 | i | -4 | 2.0 | 3.0 | 0.3
CCn1nc(CC(=O)Nc2nnc(CC(=O)N3CCOCC3)s2)c2ccccc2c1=O | -0.9 | 1342 | i | 28 | 6% | . | . | 1% | -0.55 | 1556 | 1.1 | i | -2 | 3.7 | 1.6 | 4.3
Cc1nc2c(sc3nc4c(cc32)COC(C)(C)C4)c(=O)o1 | -0.3 | 1060 | i | 39 | -18% | 1 | 722 | -40% | 0.46 | 1831 | 1 | i | 8 | 2.6 | 2.1 | 10
CCC1CCCCN1C(=O)CCc1nnc(Cc2c[nH]c3ccccc23)o1 (stereo not given) | -0.3 | 986 | i | 61 | -3% | -3 | 750 | -5% | . | . | 1.1 | i | -7 | 1.8 | 2.0 | 5.4
O=C(c1cncc(Br)c1)N1CCc2ccccc2C1 | . | . | i | 44 | 9% | -12 | 783 | 7% | 0.84 | 845 | 1.1 | i | -18 | 2.2 | 1.1 | 0.6
CCC(C)(C)NC(=O)C(c1ccc(C)o1)N(C(=O)c1csnn1)c1cccc(F)c1 (stereo not given) | -3.2 | 522 | i | 61 | -6% | -16 | 762 | -8% | . | . | 1 | i | 5 | 3.4 | 2.9 | 7.3
O=C(O)c1ccccc1NC(=S)NC(=O)c1sc2ccccc2c1Cl | 0.4 | 1067 | i | 24 | 24% | 3 | 649 | -3% | -0.87 | 1226 | 1 | i | 5 | 3.7 | 1.5 | 7.8
Cc1ccc(C(=O)N/C(=C\C=C\c2ccccc2)C(=O)NCc2ccco2)cc1 | -5.1 | 558 | i | 56 | 6% | -49 | 608 | 19% | -0.97 | 1366 | 1.1 | i | -7 | 2.9 | 2.8 | 2.8
Cc1cc(C)n(/N=C\c2c(O)ccc3ccccc23)c(=O)c1C(N)=O | . | . | i | 14 | 22% | 18 | 764 | 22% | . | . | 1.1 | i | 3 | 1.8 | 2.1 | 6.3
COc1ccc(N(CC(=O)NCc2ccc3c(c2)OCO3)S(=O)(=O)c2c(C)nn(C)c2C)cc1 | -6.5 | 1211 | i | 26 | 4% | . | . | -1% | 1.1 | 1136 | 1.2 | i | 8 | 5.2 | 2.7 | 5.9
CCOC(=O)c1ccc(S(=O)(=O)N2CCN(C3CCCC3)CC2)cc1 | 1.2 | 1524 | i | 41 | . | 8 | 689 | . | -0.04 | 1541 | 1.1 | i | 3 | 1.5 | 1.6 | 4.4
COc1ccccc1C(=O)N/N=C(\C)c1ccc(NC(=O)C2CC2)cc1 | . | . | i | 51 | -9% | -3 | 675 | 0% | -0.67 | 1436 | 1.2 | i | 5 | 2.1 | 2.1 | 3.1
O=C(O)CNc1ccc(S(=O)(=O)C(F)(F)F)cc1[N+](=O)[O-] | -4.2 | 1143 | i | 40 | . | -3 | 712 | . | -0.01 | 1459 | . | . | . | . | . | .
O=C(CN1CCC(n2nnc3cc(C(F)(F)F)ccc32)CC1)Nc1ccc2c(c1)CCC2 | -2.2 | 1192 | i | 45 | 14% | -9 | 690 | 7% | 0.3 | 937 | 1 | i | -3 | 1.9 | 1.3 | 5.7
CCN(CC)S(=O)(=O)c1cccc(-c2nnc(SCC(=O)NC)n2CCc2ccccc2)c1 | -7.3 | 1081 | i | 32 | 3% | . | . | 3% | -1 | 1095 | 1 | i | 18 | 2.6 | 2.1 | 10
OCCSc1nc(-c2ccccc2)nc2c1CCC2 | -2.3 | 997 | i | 57 | 6% | 37 | 652 | -4% | -0.27 | 1480 | 1.1 | i | 12 | 1.2 | 1.8 | 7.7
COc1cc(C(=O)NCC(c2ccccc2)N(C)C)ccc1OCC(=O)N1CCOCC1 (stereo not given) | -3.5 | 1036 | i | 45 | -1% | -16 | 706 | 0% | 0.05 | 1288 | 1.1 | i | 3 | 1.3 | 3.3 | 15
Cn1c(SCC(=O)NNC(=O)Cc2ccccc2)nc2ccccc2c1=O | -4.6 | 1113 | i | 55 | -6% | -9 | 678 | 4% | . | . | 1.9 | i | -12 | 2.2 | 1.7 | 0.8

Brought forward from above: 2 entries; new compounds follow.
SMILES | b-catenin transl | b-catenin transl cell count 5 µM | T cell modulator | T cell modulator vesicle-bound % | human PMI inhibition | Lipid droplet | Lipid droplet cells 6.5 µM | PMI inhibition | Ins promoter up | Ins promoter up cell count | TNAP activators | Autophagy mod | Autophagy mod cell loss 18 h | MT stabilize HCS | MT stabilize HCS Hoechst-high % | MT stabilize HCS cytotoxicity %
COc1cc(C(=O)NCC(c2ccccc2)N(C)C)ccc1OCC(=O)N1CCOCC1 (stereo not given) | -3.5 | 1036 | i | 45 | -1% | -16 | 706 | 0% | 0.05 | 1288 | 1.1 | i | 3 | 1.3 | 3.3 | 15
Cn1c(SCC(=O)NNC(=O)Cc2ccccc2)nc2ccccc2c1=O | -4.6 | 1113 | i | 55 | -6% | -9 | 678 | 4% | . | . | 1.9 | i | -12 | 2.2 | 1.7 | 0.8
CC(C)CC(CC(C)C)=NNC(=O)c1ccc2c(c1)OCO2 | -3.4 | 1080 | i | 35 | -4% | 8 | 683 | -6% | . | . | 1.1 | i | 0 | 2.6 | 2.8 | 5.7
Cc1nc2c(o1)CCc1ccccc1C2N1CCN(C)CC1 (stereo not given) | 1.0&-0.8 | 1141&1040 | i | 30&50 | 1%&-6% | 8 | 678 | 9%&5% | -0.68 | 1201 | 1.1&1.1 | i | 6&3 | 3.2&3.1 | 1.3&1.5 | 5.9&4.9
O=C(NC1CC1)C1=C[C@@H](c2ccccc2)C[C@@H](OCCCCO)O1 | -0.6 | 1182 | i | 46 | 1% | -1 | 744 | -4% | -0.88 | 1423 | 1.1 | i | -1 | 3.6 | 1.8 | 5.5
COc1cc(OC)cc(C(=O)Nc2ccc(-n3cnnn3)c(C)c2)c1 | 0.4 | 859 | i | 37 | 12% | . | . | 14% | . | . | 1.1 | i | 40 | 1.6 | 2.4 | 11
Cc1ccc(OCCn2cc(Br)c(=O)[nH]c2=O)cc1 | 2.0 | 702 | i | 61 | 4% | . | . | -4% | -0.5 | 1176 | 1.2 | i | 2 | 3.8 | 1.2 | 1.2
CCc1ccc(N2C(=O)CC(Cn3nc(C)cc3C)C2=O)cc1 (stereo not given) | -0.9 | 1226 | i | 13 | . | 2 | 719 | . | -0.03 | 1426 | . | . | . | . | . | .
CC(C)(C)NC(=O)C(=O)NNC(=O)c1ccc(C(C)(C)C)cc1 | 5.0 | 1192 | i | 62 | 0% | -32 | 580 | 0% | -0.01 | 1355 | 2.6 | i | 5 | 1.9 | 1.8 | 9.7
CCCn1c(=O)c2c(C(F)(F)F)cc(-c3cccs3)nc2n(CCC)c1=O | 1.4 | 498 | i | 40 | -9% | -5 | 751 | -2% | -0.36 | 928 | 1.1 | i | 1 | 3.8 | 2.3 | 5.3
CC1=CCC2COC(c3ccc[n+](Cc4ccccc4)c3)C1C2 (stereo not given) | -1.9 | 1168 | i | 49 | 21% | -7 | 614 | 44% | . | . | 1 | i | -22 | 2.2 | 2.1 | 1.9
CCN(CC)C(=O)/C=C/c1ccc(OC)c(S(=O)(=O)N2CCCCC2)c1 | -0.7 | 1110 | i | 59 | 6% | 0 | 721 | 6% | 0.49 | 1154 | 1.1 | i | -4 | 2.9 | 1.9 | 6.9
CCOc1ccc(CNc2cccc(SC)c2)cc1 | -0.4 | 1585 | i | 56 | . | 6 | 692 | . | 0.12 | 1530 | 1.1 | i | 6 | 2.2 | 3.6 | 5.6
CCOC(=O)Cn1nnc2c(sc3nc4c(c(-c5ccccc5)c32)CCC4)c1=O | -4.2 | 1132 | i | 63 | 13% | 8 | 761 | 13% | -0.42 | 717 | 1 | i | -8 | 2.0 | 1.1 | 6.2
CCOc1ccccc1-n1cnc(C#N)c1N | -5.4 | 1092 | i | 3 | -4% | -6 | 728 | -6% | 1.6 | 1581 | 1 | i | -31 | 1.3 | 1.6 | 5.1
